Source: PubChem BioAssay (Sanford-Burnham Center for Chemical Genomics)
CHOP UPR activ – apoptotic UPR (CHOP) activation | CHO-CHOP luciferase reporter, luminescence; percent of tunicamycin response over DMSO baseline | activation, % at 10 µM | 330,000 tested, 0.34% active;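 active = at 10 µM dose, activation of 40% or more, normalized to positive control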;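 note: 100% = tunicamycin at 10 µg/mL and 0% = DMSO alone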
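Assay system: CHO cells with stable CHOP pathway luciferase reporter; Buffer or medium: F12 plus 10% serum; Times: 16-18 h cell attachment, then 6 h compound exposure, 37 °C; Signal: luciferase luminescence; Read-out basis: percent activation relative to tunicamycin control; Control set: tunicamycin high control, DMSO low control.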
NLRP3 yeast inh – blocks the NALP3 inflammasome reconstituted in yeast. Yeast reconstituted NLRP3/ASC/caspase-1, beta-gal luminescence, 24 h. inhibition, % at 10 µM. 330,000 tested, 0.39% active;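 active = inhibition of 50% or more; inactive = inhibition below 50%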;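 note: plate controls were induced DMSO wells for no effect and uninduced yeast grown without galactose for full effect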
UPR XBP1 act – adaptive UPR (XBP1) activation | CHO-XBP1 luciferase reporter, IRE1-XBP1 UPR activation, luminescence; percent of tunicamycin response, DMSO as zero | activation, % at 20 µM | 330,000 tested, 0.33% active | AID 463104;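 active = versus positive control, 20 µM dose yields 30% or more activation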;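 note: 100% = tunicamycin at 10 µg/mL and 0% = DMSO only wells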
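assay system = CHO-XBP1 luciferase reporter cells | amount = 1000 cells/well | buffer or medium = F12 plus 10% FBS | compound dosing = single point, 20 µM final compound, 1% DMSO | incubation = 16-18 h cell attachment at 37 °C, then 6 h compound exposure | detection = Steady-Glo luminescence read | controls = tunicamycin 10 µg/mL and vehicle-only wells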
NR3A LBD binder – modulates the human NR3A ligand-binding domain | NR3A LBD differential scanning fluorimetry, Tm shift; 0% = protein alone, 100% = glycine-bound protein | Tm shift relative to glycine control, % at 25 µM | 340,000 tested, 2.5% active | AID 1259313;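 active = melting temperature shift of at least 10% of the positive control shift, at one fixed dose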
TIM10 inh – TIM10 yeast growth inhibition. S. cerevisiae TIM10 strain growth, BacTiter-Glo luminescence, 24 h. inhibition, % at 10 µM. 330,000 tested, 1.4% active. AID 463195;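 active = inhibition of 40% or more at the single tested concentration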;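 note: wild-type TIM10 isogenic control strain grown at permissive 25 °C; 0% = DMSO yeast wells and 100% = minimal medium wells without yeast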
Mdm2 MdmX PPI – human Mdm2/MdmX binding inhibition. O15151+Q00987. SaOS-2 split-luciferase Mdm2/MdmX complementation, luminescence. inhibition, % at 8 µM. 330,000 tested, 3% active;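 active = inhibition of at least 50% at 8 µM in the primary screen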
tim10-1 inh – tim10-1 yeast growth inhibition; inhibition, % at 20 µM; 330,000 tested, 2.2% active; S. cerevisiae tim10-1 ts strain growth, BacTiter-Glo, 24 h;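 active = inhibition of at least 40%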;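 note: mutant grown at 25 °C; 0% = DMSO wells with yeast and 100% = wells holding no yeast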
tim23-1 inh – tim23-1 yeast growth inhibition | S. cerevisiae tim23-1 growth, BacTiter-Glo luminescence, 24 h | 330,000 tested, 1.3% active | inhibition, % at 20 µM | AID 463212;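 active = growth inhibition of the mutant yeast at or above 50%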;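 note: temperature-sensitive mutant grown at 25 °C; plate controls were DMSO-treated mutant yeast for no effect and medium wells lacking yeast for full effect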
APJ ag – agonists of human APJ apelin receptor | P35414 | CHO-K1 APJ PathHunter beta-arrestin, luminescence; 0% DMSO wells, 100% apelin | activation, % at 20 µM | 330,000 tested, 0.11% active;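 active = activation more than six SD over the plate average, tested at 20 µM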;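 note: 0% = DMSO alone and 100% = apelin-13 at 10 nM; some results filed as inactive read as strong as hits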
Target sequence (P35414 whole entry, looked up): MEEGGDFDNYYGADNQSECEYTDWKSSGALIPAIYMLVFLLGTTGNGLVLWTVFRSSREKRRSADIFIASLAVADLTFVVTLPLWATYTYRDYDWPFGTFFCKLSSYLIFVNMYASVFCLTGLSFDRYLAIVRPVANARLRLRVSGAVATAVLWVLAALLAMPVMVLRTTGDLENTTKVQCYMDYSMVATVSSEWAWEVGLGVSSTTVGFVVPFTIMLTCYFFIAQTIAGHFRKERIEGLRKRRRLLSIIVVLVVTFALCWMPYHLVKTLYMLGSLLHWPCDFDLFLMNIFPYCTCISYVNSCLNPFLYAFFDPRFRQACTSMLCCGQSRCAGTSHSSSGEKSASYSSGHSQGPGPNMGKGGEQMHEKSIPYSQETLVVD
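Assay system: engineered CHO-K1 APJ arrestin reporter cells; Amount: 1000 CHO-K1 reporter cells seeded per well; Dosing: one dose, 20 µM compound, 1% DMSO; Times: compound stimulation 90 min at 25 °C, detection 60 min; Measured by: luminescent beta-gal fragment complementation, chemiluminescent substrate; Read-out: APJ–arrestin association signal; Controls: DMSO vs Apelin-13 10 nM.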
Numbers without * were called inactive; x = not tested or not shown.

SMILES	CHOP UPR activ	NLRP3 yeast inh	UPR XBP1 act	NR3A LBD binder	TIM10 inh	Mdm2 MdmX PPI	tim10-1 inh	tim23-1 inh	APJ ag
CC1CCC(NC(=O)COC(=O)c2ccc3ncsc3c2)CC1 (stereo unspecified)	1.5	15.3	1.4	3.2	-5.1	-30.6	14.6	18.2	-3.6
O=C(Cc1ccccc1)NCC1OCCc2ccccc21 (stereo unspecified)	-0.6	-3.3	-3.3	0.8	-6.7	1.1	11.6	4.0	-2.3
CC(C)CNC(=O)NC1C(NC(=O)NCC(C)C)N(C)C(=O)N1C (stereo unspecified)	-0.1	-3.5	-3.2	-1.4	0.3	0.2	-14.0	-20.3	-1.5
C[n+]1cccc(CNC(=O)/C=N/O)c1	0.7	1.5	0.3	-0.8	-2.5	-27.0	0.1	-4.6	-4.5
CC1CCc2sc(C(=O)N(C)CC(=O)Nc3ccc(N4CCOCC4)cc3)cc2C1 (stereo unspecified)	0.9	21.0	-5.5	1.8	-14.4	41.2	14.6	10.1	-0.1
COc1cccc(C2C(C#N)=C(N)Oc3cc(C)n(Cc4ccco4)c(=O)c32)c1 (stereo unspecified)	-1.7	1.3	-1.5	2.3	7.1	-9.1	7.4	5.9	-0.4
O=C1CCc2cc(S(=O)(=O)N3CCC(C(=O)NCc4ccccn4)CC3)ccc2N1	1.4	-8.5	-2.2	x	-1.5	18.5	7.4	5.2	-1.6
CN(C)CCSc1nc(N)c2c3c(sc2n1)CN(C)CC3	-1.2	6.3	-2.0	-1.9	-23.2	1.2	-12.6	1.0	-0.9
COC(=O)c1[nH]c2ccc(F)cc2c1NC(=O)Nc1ccc(OC)cc1	-1.6	20.1	-2.0	-1.0	-8.0	25.8	1.0	-4.8	-3.1
COc1cccc(OC)c1OCC(C)CNCC1CCCO1 (stereo unspecified)	-1.2	9.8	-3.0	-0.4	-20.6	6.5	-14.6	-3.9	-1.6
CO/N=C/c1ccc(N2CCOCC2)c([N+](=O)[O-])c1	3.0	8.1	5.7	1.3	-11.3	6.3	6.9	-5.6	-1.7
CNC(=O)CSc1nnc(-c2cnccn2)n1C	-2.3	9.0	-3.8	0.5	-8.0	10.5	-3.0	-1.9	-3.0
CN1CCN(S(=O)(=O)c2ccc(N3CCc4ccccc4C3)nc2)CC1	0.2	19.2	2.8	-0.5	22.1	11.4	6.0	0.6	-2.6
C=CC[C@H](CC(=O)N(CCO)Cc1ccccc1)C(=O)N[C@@H](C)COC(=O)[C@H](CC=C)CC(=O)OC(C)(C)C	1.0	10.1	-3.0	-0.5	8.2	21.4	13.2	14.7	-0.4
CN1CCCN(Cc2nc(-c3cccc(C(F)(F)F)c3)no2)CC1	0.5	6.1	-3.4	-0.1	-19.7	-36.0	0.7	2.6	-4.5

Compound profiles, as listed above. Screens in order: CHOP UPR activ	NLRP3 yeast inh	UPR XBP1 act	NR3A LBD binder	TIM10 inh	Mdm2 MdmX PPI	tim10-1 inh	tim23-1 inh	APJ ag
`C=CC[C@H](CC(=O)N(CCO)Cc1ccccc1)C(=O)N[C@@H](C)COC(=O)[C@H](CC=C)CC(=O)OC(C)(C)C` is listed as 1.0	10.1	-3.0	-0.5	8.2	21.4	13.2	14.7	-0.4
`CC1CCc2sc(C(=O)N(C)CC(=O)Nc3ccc(N4CCOCC4)cc3)cc2C1` (stereo unspecified) is listed as 0.9	21.0	-5.5	1.8	-14.4	41.2	14.6	10.1	-0.1
`CNC(=O)CSc1nnc(-c2cnccn2)n1C` is listed as -2.3	9.0	-3.8	0.5	-8.0	10.5	-3.0	-1.9	-3.0
`COC(=O)c1[nH]c2ccc(F)cc2c1NC(=O)Nc1ccc(OC)cc1` is listed as -1.6	20.1	-2.0	-1.0	-8.0	25.8	1.0	-4.8	-3.1

Additional results follow.
SMILES	CHOP UPR activ	NLRP3 yeast inh	UPR XBP1 act	NR3A LBD binder	TIM10 inh	Mdm2 MdmX PPI	tim10-1 inh	tim23-1 inh	APJ ag
COC(=O)C1C2C=CC(C3CC23)C1C(=O)OCC(=O)c1ccc(OC)cc1 (stereo unspecified)	-1.7	17.9	-0.9	-1.1	-4.4	11.6	30.0	18.7	-3.4
Cc1ccc(Cn2nnc3c(=O)[nH]c(C4CCN(S(=O)(=O)/C=C/c5ccccc5)CC4)nc32)cc1	1.6	10.4	-2.0	4.0	7.9	35.5	-4.5	17.8	-3.0
Cc1cc2c(c(=O)n1C1CC1)C(c1cccc(Cl)c1)C(C#N)=C(N)O2 (stereo unspecified)	-1.7	-2.7	2.8	-0.8	14.5	21.0	13.3	5.6	-0.3
COC(=O)c1sccc1NC(=O)c1cccnc1	1.6	8.8	2.7	669.0*	-1.5	-0.4	15.8	8.2	1.8
O=C(CNS(=O)(=O)c1cccs1)N1CCN(c2ccccn2)CC1	-0.2	13.8	-1.6	0.0	-15.4	-0.8	-15.2	0.8	1.3
O=C(COc1ncnc2ccccc12)NC1CCCCC1	5.9	8.3	-0.4	-1.6	-1.2	-11.4	-6.7	6.2	0.5
Cc1cc(N(C)C)c(C#N)c(N2CCOCC2)n1	-0.1	16.9	-3.7	-2.9	-8.2	-0.4	-20.6	6.0	1.8
O=C(CCl)Nc1ccc(S(=O)(=O)NC2=NCCCCC2)cc1	6.2	3.4	7.7	0.5	-11.8	9.0	-1.8	7.1	-0.5
COc1ccc2oc(=O)c(C(=O)NCCc3ccc(OC)c(OC)c3)cc2c1	-1.3	-1.5	-0.8	0.3	0.5	3.0	-3.5	1.0	-2.0
COc1ccc(OCC(=O)N/N=C/c2cccc3cccnc23)cc1	0.6	28.4	-3.2	-0.4	4.1	24.0	4.1	25.6	2.1
CCN(CC)S(=O)(=O)c1cc(NC(=O)CSCc2c(C)noc2C)ccc1C	0.5	5.3	1.3	0.9	-8.6	26.8	-1.9	2.1	-2.2
CCOC(=O)c1ccc(-n2c(=S)sc3c(=O)[nH]c(C)nc32)cc1	1.9	12.6	-2.6	1.9	0.5	12.3	13.1	3.2	-3.9
CCC/C(O)=C1\C(=O)CC(C)(C)CC1=NCc1ccccc1	0.1	19.7	-3.9	-2.5	12.6	23.9	5.3	20.6	-2.1
COc1ccc(N2C(=O)c3cccc4cccc(c34)C2=O)cc1	1.3	0.8	-1.9	-1.8	8.6	7.7	-2.1	-9.9	-4.8
O=C(CCS(=O)(=O)c1ccc(Br)s1)N1CCc2ccccc21	1.7	2.9	1.2	1.4	21.0	9.9	26.4	34.3	-5.1
Cc1nn(C)c(C(=O)N/N=C/c2cccc(Oc3ccccc3)c2)c1Br	0.3	24.8	-2.0	-15.2	18.3	-9.8	38.3	51.6*	-9.2
Nc1cnn(C2CCCO2)c(=O)n1 (stereo unspecified)	0.4	2.4	-0.9	2.1	-7.7	-12.5	9.8	10.0	0.3
O=C1C[C@@H]2CCN3C(=O)CCC[C@@H]([C@H]23)[C@@H]1Cc1ccccc1	3.1	x	2.5	2.0	-4.2	8.2	11.7	38.7	x
COc1cc2c(C(=O)N3CCN(c4ccccc4)CC3)c(C)oc2cc1Br	-1.6	11.2	-2.5	-1.7	16.2	47.2	29.0	19.6	-4.1
CC(C)(C)OC(=O)[C@H](NC(=O)OCc1ccccc1)c1ccccc1	0.0	20.4	3.0	1.0	-1.8	-10.2	13.7	22.6	-3.1
O=S(=O)(NCc1ccc(Cl)cc1)NCc1ccc(Cl)cc1	1.9	11.9	-4.6	-0.5	8.9	2.6	-22.4	-1.0	-2.8
CC1(C)NC(=O)N(CC(O)COc2cc3ccccc3cc2C(=O)N2CCCCC2)C1=O (stereo unspecified)	0.6	14.5	-3.3	-0.9	11.4	9.6	3.3	9.0	0.5
CN(Cc1cnn(C)c1)C(=O)C1CCC(=O)N(Cc2cccc(C(F)(F)F)c2)C1 (stereo unspecified)	0.9	7.2	-4.7	1.8	6.7	16.3	2.3	1.0	-4.4
COC(=O)CSc1cc(C)nc(NC(C)=O)n1	0.2	-0.7	0.5	0.8	4.2	4.2	7.8	3.7	-1.9
CCCc1nc2oc3c(NCCN4CCOCC4)ncnc3c2c2c1CCCC2	-0.4	5.5	4.9	-4.2	21.8	14.3	37.1	11.6	-3.7
COc1cccc(NC(=O)N2CCC(NC(=O)C(Cc3ccccc3F)NC(C)=O)CC2)c1 (stereo unspecified)	-1.1	-7.2	3.3	-0.2	10.2	20.1	-15.2	1.9	2.3
CCOC(=O)C1=C(C)NC(=O)CC1c1cc2c(cc1Br)OCO2 (stereo unspecified)	1.0	1.8	0.1	-0.7	-7.7	10.8	20.8	8.6	-3.0
COc1cccc(/C(C)=N/NC(=O)Cc2c(C)[nH][nH]c2=O)c1	5.3	-19.4	-1.4	-1.2	4.3	11.8	7.4	6.2	-1.0
Cc1cccc(C)c1NC(=O)Cn1nc(-c2ccc(Cl)s2)ccc1=O	1.1	6.6	-1.9	7.5	0.9	30.1	28.4	24.4	-0.9
O=C(COC(=O)c1cccnc1Cl)NCCc1ccccc1	0.6	-0.7	2.8	1.1	9.2	-3.3	8.9	6.2	-4.6
COc1ccc(CCC(=O)OCC(=O)c2ccc(C)cc2)cc1	3.1	11.1	-0.4	56.3*	-4.9	-3.8	7.3	22.1	5.1
COc1cccc(C2CC(c3c(-c4ccccc4)c4cc(Cl)ccc4[nH]c3=O)=NN2S(C)(=O)=O)c1OC (stereo unspecified)	6.0	-2.7	-3.2	-2.5	3.7	50.3*	13.8	3.2	-2.4
CC(=O)c1ccc(-c2c(C)cc3oc(=O)cc(-c4ccccc4)c3c2C)cc1	1.3	x	-0.9	-0.3	-14.9	20.2	9.5	26.0	x
CCC(C(=O)NC1CCCCCC1)n1nc(C)c2c(C)n(-c3ccccc3)nc2c1=O (stereo unspecified)	1.0	8.6	-3.1	-3.0	14.2	28.5	18.5	15.5	-1.4
COc1ccc(S(=O)(=O)N2CCCC(C(=O)Nc3cccc(C(C)=O)c3)C2)cc1 (stereo unspecified)	0.2	7.8	-0.8	1.0	15.4	27.4	14.9	17.2	-6.0
O=C(NCc1cccc(Cl)c1)c1ccc2c(c1)OCO2	0.6	17.5	-0.6	-0.5	13.4	14.0	21.7	18.1	-4.2
CCOC(=O)c1c(NC(=O)CN(C)C)sc(C(=O)N(CC)CC)c1C	-0.9	10.2	-0.3	-0.4	-43.5	9.7	-23.9	-31.4	2.7
